Source: PubChem
CRFR2-BP antag = blocks CRF-induced signaling of the CRF-BP/CRF-R2 complex; HEK293 CRF-R2/CRF-BP, CRF-induced calcium fluorescence; inhibition, % at 11.8 µM; hit rate 0.59% among 350,000; AID 588475;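 active = inhibition of the ligand-induced calcium signal above about 50% at the single tested concentration, limit read from the data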
IMP-1 inh = inhibitors of Pseudomonas aeruginosa IMP-1 metallo-beta-lactamase; inhibition, % at 5.6 µM; hit rate 0.45% among 290,000; purified IMP-1, nitrocefin hydrolysis, epi-absorbance fluorescence;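 active = inhibition above the mean plus 3 SD of all compounds in the same screening run, cut at about 4.5% in these data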;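 also: 0% = IMP-1 with DMSO and 100% = DMSO wells lacking enzyme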
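system = purified recombinant IMP-1 beta-lactamase | amount = 0.2 nM IMP-1, as dispensed | medium = HEPES buffer pH 7.1 with ZnSO4 and Brij 35 | times = 25 °C, 15 min preincubation, 25 min reaction | detection = plate fluorescence quenching by hydrolysis product, ex 480/em 530 nm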
GalR3 antagonist = human GalR3 antagonism. hit rate 0.44% among 360,000. HEK293 GalR3-CNG cAMP membrane potential fluorescence; galR3 body fused to GalR1 C-terminus. AID 651719. O60755. inhibition, % at 3 µM;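 active = inhibition above the screen-wide average plus 3 SD, cut at about 13% in these data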;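 also: forskolin and galanin both at EC90 stimulate the cells; cAMP rise reported by CNG channel membrane potential dye signal; 0% = forskolin plus galanin with DMSO and 100% = forskolin alone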
Target sequence (O60755 1-299 limits assumed): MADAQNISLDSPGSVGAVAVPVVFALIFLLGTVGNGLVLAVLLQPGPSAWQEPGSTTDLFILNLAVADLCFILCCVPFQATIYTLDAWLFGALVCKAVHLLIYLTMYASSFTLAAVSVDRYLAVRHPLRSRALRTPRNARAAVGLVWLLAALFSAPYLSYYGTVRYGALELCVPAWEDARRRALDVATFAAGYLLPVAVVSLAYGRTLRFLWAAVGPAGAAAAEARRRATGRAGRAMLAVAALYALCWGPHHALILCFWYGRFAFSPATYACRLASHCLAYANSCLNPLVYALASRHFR
IDE inh = inhibitors of human insulin-degrading enzyme in cells | P14735 | HEK cells, FAbetaB cleavage, fluorescence polarization | inhibition, % at 5.59 µM | hit rate 0.41% among 320,000 | AID 434962;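 active = percent inhibition above the average of all tested compounds plus 3 SD, set per screening campaign, cut at about 16% in these data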;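 also: IDE supplied by intact live HEK cells; FP after avidin binding of uncleaved biotin substrate so inhibition keeps polarization high; 0% = DMSO wells and 100% = 60 µM reference IDE inhibitor Ii1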
SUMO HTRF inh = SUMOylation inhibition; HTRF SUMOylation assay, SAE1/SAE2 + UBC9, in vitro; inhibition, % at 35 µM; hit rate 0.36% among 290,000; AID 2006; in the data active = inhibition above about 50%, passing the limit was not always enough; also: strong numbers were not always called active
Target sequence (P63279 whole entry, looked up): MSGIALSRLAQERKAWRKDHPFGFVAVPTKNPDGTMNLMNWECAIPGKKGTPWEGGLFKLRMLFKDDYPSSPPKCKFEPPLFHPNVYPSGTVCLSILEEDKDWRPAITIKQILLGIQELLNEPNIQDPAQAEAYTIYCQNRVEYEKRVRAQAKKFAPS
IDE act = activators of human insulin-degrading enzyme in cells; HEK cells, FAbeta-B cleavage, fluorescence polarization; 0% vehicle, 100% cell-free pure enzyme wells; activation, % at 5.96 µM; hit rate 0.073% among 340,000; AID 493087;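 active = activation above the mean of all tested compounds plus 3 SD, set per screening campaign, cut at about 17% in these data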
HCV NS3 hel inh = blocks Hepatitis C virus NS3 helicase unwinding | inhibition, % at 10.9 µM | AID 1800 | hit rate 0.56% among 290,000 | NS3 helicase DNA unwinding, Cy5 molecular beacon fluorescence;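 active = inhibition above the mean of all tested compounds plus 3 SD, set per campaign, cut at about 35% in these data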;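 also: 0% = DMSO wells and 100% = thioflavine S control wells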
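System: HCV NS3 helicase fragment; control set: DMSO and thioflavine S; technique: Cy5 fluorescence at 0 and 60 min, beacon hairpin quenching; reagent: beacon DNA duplex substrate plus ATP; replicates: singlicate; schedule: 1 h reaction at 25 °C, ATP-initiated; medium: MOPS buffer pH 6.5 with MgCl2, DTT, Tween20, BSA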
pCIP destab = p/CIP protein destabilization | hit rate 0.01% among 290,000 | decrease of EGFP signal, % at 10 µM | Q05BA5 | F442A p/CIP-EGFP cells, EGFP fluorescence, 16 h;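 active = EGFP signal decrease of at least 30% at 10 µM or well 3 SD below plate mean, unless failing retest; inactive = the rest, including hits failing retest or dose response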; also: some compounds called inactive have numbers as strong as hits; many of its hits are not listed in these tables
VIM-2 inh = inhibitors of Pseudomonas aeruginosa VIM-2 metallo-beta-lactamase; hit rate 0.89% among 290,000; AID 1527; purified VIM-2, nitrocefin hydrolysis, epi-absorbance fluorescence; inhibition, % at 5.6 µM;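 active = inhibition above the mean of all tested compounds plus 3 SD, cutoff set per screening run, cut at about 7.5% in these data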;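 also: red hydrolysis product quenches plate fluorescence so inhibitors raise well fluorescence; 0% = enzyme with DMSO and 100% = DMSO without enzyme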
Numbers without * were called inactive; nt = no result given.

SMILES	CRFR2-BP antag	IMP-1 inh	GalR3 antagonist	IDE inh	SUMO HTRF inh	IDE act	HCV NS3 hel inh	pCIP destab	VIM-2 inh
COc1ccc(C(=O)C2CCCN(C(=O)c3ccccc3C(C)=O)C2)cc1F (centres undefined)	2	-2.0	0	3	7	6	7	-11	-2.4
COc1ccccc1C(=O)O/N=C(\N)c1ccc(Cl)cc1	15	0.6	-9	0	-31	9	13	16	1.7
O=C(c1ccc(Cl)cc1)N1CCC(O)(CSc2ccccc2)CC1	16	-1.5	1	0	8	3	3	-18	-2.4
CCOc1ccc(S(=O)(=O)N(C)c2ccc(OCC(=O)Nc3nccs3)cc2)cc1	-22	-2.2	-3	1	-16	-3	-7	8	-3.4
C/C(=C1/SC(=S)N(CCC(=O)O)C1=O)c1ccc(O)cc1	9	-0.6	-4	2	-12	8	1	-11	-0.5
O=C(Nc1ccccc1)Nc1ncc([N+](=O)[O-])s1	23	-5.0	-13	nt	3	4	3	-20	-4.4
c1cc2c3c(cccc3c1)C(N1CCCCCC1)=N2	20	-3.6	1	-3	20	1	9	-8	0.6
C=CCn1c(SCC(=O)OCc2ccccc2)nc2c1c(=O)n(C)c(=O)n2C	5	-2.4	-4	4	12	-5	-5	-93	-1.8
COC(=O)Cn1c(=O)c2c(nc3n2CCCN3CCc2ccccc2)n(C)c1=O	-19	-1.0	-7	2	-6	3	3	0	-2.2
Cc1ccc(Cl)cc1N1CCN(CC(=O)Nc2ccc3[nH]c(=O)[nH]c3c2)CC1	-1	-0.4	-5	0	17	-1	-4	-22	-1.6
Cc1c(C(=O)NCc2cccs2)oc2ccc(Br)cc12	17	5.3*	-4	3	-9	2	6	1	1.4
CN1CCN(c2ccc(S(=O)(=O)N3CCCCC3)cc2NC(=O)Cc2c(F)cccc2Cl)CC1	-12	nt	-2	-2	nt	-1	nt	nt	nt
CCn1c(/C=C/c2cccc([N+](=O)[O-])c2)nc2ccccc2c1=O	0	-5.8	-1	0	0	5	2	9	-2.7
CCCCOC1(c2ccccc2)OC(=O)c2ccccc21 (centres undefined)	8	-2.8	-6	-1	-22	6	-3	-9	-3.2
CCCCn1c(N)c(N(CCOC)C(=O)c2ccc(-c3cccc(C(F)(F)F)c3)o2)c(=O)[nH]c1=O	-10	nt	9	-11	nt	5	nt	nt	nt
CC(=O)N1N=C(c2ccncc2)OC12CCCC2	21	-2.9	0	-5	11	3	3	0	-2.1
CCC(Oc1ccccc1)C(=O)Nc1cc(Cl)ccc1-n1cncn1 (centres undefined)	12	nt	-5	4	nt	3	nt	nt	nt
Cc1cccc(-c2noc(CNS(=O)(=O)c3ccccc3)n2)c1	-2	0.1	0	-4	-8	4	-11	-3	-0.6
CCCCN1/C(=C/c2ccc3ccccc3[n+]2CC)Sc2ccccc21	-138	3.6	nt	nt	9	nt	-58	-428	1.4
CC1CCN(C(=O)c2ccc3c(Cl)c4c(nc3c2)CCCC4)CC1	-23	-3.2	-7	3	-6	3	-5	11	-1.1

A draw from above in order of count of non-hydrogen atoms, high to low.
SMILES	CRFR2-BP antag	IMP-1 inh	GalR3 antagonist	IDE inh	SUMO HTRF inh	IDE act	HCV NS3 hel inh	pCIP destab	VIM-2 inh
CN1CCN(c2ccc(S(=O)(=O)N3CCCCC3)cc2NC(=O)Cc2c(F)cccc2Cl)CC1	-12	nt	-2	-2	nt	-1	nt	nt	nt
CCOc1ccc(S(=O)(=O)N(C)c2ccc(OCC(=O)Nc3nccs3)cc2)cc1	-22	-2.2	-3	1	-16	-3	-7	8	-3.4
Cc1c(C(=O)NCc2cccs2)oc2ccc(Br)cc12	17	5.3*	-4	3	-9	2	6	1	1.4

More structures
SMILES	CRFR2-BP antag	IMP-1 inh	GalR3 antagonist	IDE inh	SUMO HTRF inh	IDE act	HCV NS3 hel inh	pCIP destab	VIM-2 inh
CC(=O)c1cc2c(cc1NC(=O)c1cccc(S(=O)(=O)N3CCN(C)CC3)c1)OCO2	-12	-1.3	-1	1	15	6	5	-12	-1.0
CCC(=O)Nc1nnc(S(=O)(=O)N2c3ccccc3CC2C)s1 (centres undefined)	1	-0.7	8	2	1	3	-2	-5	-1.7
O=C(COC(=O)CCC(=O)c1cccs1)NC1CC1	8	-2.5	2	1	6	4	16	-5	-2.3
O=C(NC1CC1)C1=C[C@H](c2csc3ccccc23)C[C@H](OCc2ccc(CO)cc2)O1	-15	nt	-8	-4	-3	-5	nt	-2	nt
COc1ccc(NC(=O)COc2ccc3c(c2)CCC3)cc1	0	-4.0	-7	3	-6	4	-2	4	-2.2
CCOC(=O)N1CCN(C(=O)C2CCN(S(=O)(=O)c3cc(OC)ccc3OC)CC2)CC1	4	-1.9	-2	3	4	-3	4	-1	-1.9
COc1ccc(C(=O)n2nc(-c3ccccc3)nc2N)cc1OC	-8	-0.8	1	0	-12	2	-7	-2	-1.1
COc1cccc(/C=C(/C#N)c2nc3ccccc3[nH]2)c1OC(C)C(=O)O (centres undefined)	2	-1.5	-10	3	2	0	-3	-2	-0.3
CCc1ccc(NC(=O)[C@@H](NC(=O)[C@@H]2Cc3ccccc3CN2)C(C)CC)cc1 (some centres undefined)	-2	-0.7	-8	-3	-5	3	-27	1	0.9
O=C(C1CCN(S(=O)(=O)c2ccc(Cl)cc2)CC1)N1CCN(c2ccccn2)CC1	3	nt	-2	-2	nt	2	nt	nt	nt
COc1ccc(C2=CC(=O)N(Nc3ccccc3)C2=O)cc1	-45	-2.8	-6	3	-6	nt	-5	-18	-2.7
Cc1ccc2oc(-c3cccc(NC(=O)c4ccccn4)c3)nc2c1	-15	-2.1	-3	-1	nt	0	3	nt	-2.5
COC(=O)CSc1nnc(-c2ccc3c(c2)OCO3)n1C	-13	-2.0	0	-4	15	6	-2	-4	-0.4
Cc1cc(C)nc(Nc2ncn[nH]2)n1	nt	-2.4	nt	0	-19	nt	11	-9	-2.9
O=C(CSc1n[nH]c(-c2ccc(Cl)cc2Cl)n1)Nc1ccccn1	-3	-6.2	-3	10	1	5	2	-7	-1.8
O=[N+]([O-])c1cc([N+](=O)[O-])c2nonc2c1Nc1ccccc1O	23	-3.5	-8	nt	28	4	-3	-7	-3.8
COc1ccc2cc3cc(C(=O)NCc4ccccn4)oc3nc2c1	4	-1.4	2	5	46	3	1	-14	-3.1
COCCCNC(=O)CNC(=S)N(Cc1ccc(F)cc1)C1CCCCC1	-13	1.0	-5	0	4	-3	7	-6	1.4
CCc1nnc(NC(=O)c2ccc(S(=O)(=O)N(CCOC)CCOC)cc2)s1	-40	-1.6	nt	2	-1	-4	-1	-3	-3.7
CC(=O)Nc1ccc(NC(=O)CN(c2cccc(C(C)=O)c2)S(C)(=O)=O)cc1	-14	-1.6	-3	1	-8	6	-1	10	-4.2
Fc1ccccc1C1c2cccn2CCN1C(=S)Nc1ccc(Br)cc1 (centres undefined)	-12	-1.8	-7	-2	4	4	1	0	-1.9
Cc1ccc(CNC(=O)CS(=O)Cc2nc(-c3ccccc3F)oc2C)cc1 (centres undefined)	-6	-1.9	-4	-4	12	8	3	-1	-1.1
CCC(=O)Oc1ccc(-c2nc(-c3cccnc3)no2)cc1	30	-1.1	0	1	-6	1	8	-2	0.2
CS(=O)(=O)Cc1ccc(C(=O)NC2CCN(Cc3ccccc3)C2)cc1 (centres undefined)	-1	-3.7	-8	1	5	-2	2	2	-1.6
O=C(COC(=O)CCCNC(=O)c1ccc(Cl)cc1)Nc1ccc(Br)cc1	-8	-0.6	-11	2	-9	0	2	-5	-0.6
CNC(=O)CSc1nccn1Cc1ccc(Cl)cc1	-7	-1.3	1	-1	12	3	-6	-9	1.0
CC12CC3CC(C)(C1)CC(Nc1nc(N4CCOCC4)nc4ccccc14)(C3)C2	-34	-1.1	1	-3	-6	6	0	-1	-1.0
COc1cccc(OC)c1OCCOCCN1CCN(C)CC1	3	0.4	-8	1	-11	-2	24	1	-0.4
CCCCNc1nc2ccccc2n1CC(=O)Nc1ccc2c(c1)OCCO2	5	-3.6	-5	1	-28	nt	-18	9	-2.9
COc1nc(Nc2ccc(-c3nc4ccccc4o3)cc2)nc(N2CCOCC2)n1	-3	-0.7	-1	-1	nt	-4	1	nt	-0.8
COCOc1ccc(C=O)cc1OCOC	11	nt	-3	3	nt	1	nt	nt	nt
COC(=O)c1ccccc1-n1c(C)nc(=O)c(-c2ccccc2)c1C	13	-3.6	-9	nt	10	0	-8	-6	-2.8
Cc1ccc(S(=O)(=O)CCC(=O)Nc2ccccc2Cl)cc1	4	-2.3	-8	0	11	-6	-1	6	-0.3
COc1ccc(N(CC(=O)N2CCN(c3cccc(C)c3C)CC2)S(=O)(=O)c2c(C)noc2C)cc1	-17	-1.6	-9	3	-10	-2	0	-10	-3.1
O=C(Nc1ccccc1)c1ccccc1C(=O)N1CCCCC1	-3	-1.0	-1	3	24	-2	6	-3	1.6
CCCCn1nnnc1SCC(=O)N1CCN(C(=O)c2ccco2)CC1	-11	-2.2	3	3	16	3	11	1	-3.5
CC(=O)Nc1ccc(N2C(=O)CC(N3CCN(Cc4ccc5c(c4)OCO5)CC3)C2=O)cc1 (centres undefined)	-20	-1.7	2	5	14	2	0	-48	-2.9
CCOc1ccc(C2OC34CCCCC3C(C#N)(C#N)C2(C#N)C(=N)O4)cc1OC (centres undefined)	19	-6.3	nt	7	2	2	9	-22	-1.2
COc1ccc(N=C2SCC(c3ccccc3)=NN2C)cc1	15	-2.9	-4	-4	-1	-2	-24	-1	-3.3
N#CCCn1cc(C(=O)O)c(-c2cc3ccccc3o2)n1	5	-1.0	3	1	5	3	-5	-16	0.3
CCN1CCN(CCC(=O)Nc2ccc(C)cc2)CC1	17	-3.1	-8	nt	-6	4	-7	6	-2.8
CCc1ccccc1NC(=O)NCc1cccnc1	5	-2.2	2	1	12	5	-10	-12	-3.6
O=C(NCC#CCOCc1ccccc1)c1ccccc1	-8	-1.2	1	-1	4	3	2	0	-2.8
CCC12OC(=N)C(C#N)(C1C)C(C#N)(C#N)C(c1ccccc1)O2 (centres undefined)	-7	0.4	0	2	4	-1	1	-3	-1.2
COc1ccc(/C(N)=N/OC(=O)Cc2cccs2)cc1OC	9	0.0	1	1	-7	8	-10	0	-0.7
CC1=C(C#N)C2C(/C1=N/O)C2(C)C (centres undefined)	-50	-2.9	3	3	31	-2	9	-9	-2.2
CCCCCCn1c(=O)[nH]c2c(c1=O)CCC2	-9	-0.2	-1	2	14	-2	4	6	-0.9
O=c1c2ccccc2c(C=Nc2cccc(O)c2)c(O)n1-c1ccc2c(c1)OCO2	2	-1.9	-5	-1	48	-2	6	-4	-0.4
Cc1ccc(NC(=S)N(CCCN2CCOCC2)Cc2ccccn2)cc1Cl	-17	-4.9	-14	6	-14	1	-9	2	-3.4
Cc1c(C)n(Cc2ccc(Cl)cc2)c2ccc(C(=O)NCCCN3CCOCC3)cc12	-11	-2.5	-8	6	-7	3	-79	0	-1.5
CC1CCN(c2ccccc2NC(=O)c2ccc(Br)o2)CC1	4	-5.9	-5	1	-10	-2	4	8	-4.2
Cc1ccc(C(=O)NCc2ccc(N3CCN(C(=O)OC(C)(C)C)CC3)cc2)cc1	20	-2.8	-4	-1	27	-7	-3	-17	1.6
C=CC(C)(O)CCC=C(C)C (centres undefined)	28	nt	-3	9	nt	5	nt	nt	nt
